Epigenetic reg: epigenetic control regulation, reporter derepression. 280,000 tested, 0.2% active. Potency, µM (highest dose often 53.9 µM), for the others: top-dose GFP activation, usual class: activators. murine LDR cells, GFP reporter derepression, 30 h; note: % of control where 0% means no effect; nearly all actives have a fitted effect of over 60% in size
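Murine LDR cells bearing a silenced CMV-driven GFP reporter were exposed to compound for 30 h at 37 C. After PBS washes, GFP-positive cells (20-120 um objects) counted by laser-scanning microplate cytometry.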
Tau fluor cs: counter-screen for tau fibril formation inhibitors. tau K18 P301L Alexa594 fluorescence, heparin fibrillization. Potency, µM (series often up to 57.7 µM), for the others: top-dose activity change, negative = decrease. 280,000 tested, 0.93% active; note: % is set by controls: 0 for no effect and ±100 for the full control effect; nearly all actives have a fitted effect of over 55% in size
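Human tau K18 P301L (15 uM unlabeled, 0.24 uM Alexa 594-labeled) in 100 mM sodium acetate pH 7 with 20 uM heparin, 6 hr at 37 C. ThT 30 uM added, 1 hr ambient; Alexa 594 FP and total fluorescence read at 555/632 nm.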
ALDH1A1 block: inhibitors of human aldehyde dehydrogenase 1A1; P00352; Purified ALDH1A1, NADH fluorescence, propionaldehyde substrate; Potency, µM (top dose mostly 75.3 µM), for the others: at the highest dose activity, negative = inhibition, actives largely listed as inhibitors; 220,000 tested, 7.3% active; active = well fitted inhibition curve with a large enough effect, not every such curve was filed as active; inconclusive = small, poorly fitted or top-dose-only effect, or another doubt; inactive = no such curve, though single readings can be large or run the other way;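 note: plate controls were no enzyme wells and a reference inhibitor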
Target sequence (P00352 whole entry, looked up): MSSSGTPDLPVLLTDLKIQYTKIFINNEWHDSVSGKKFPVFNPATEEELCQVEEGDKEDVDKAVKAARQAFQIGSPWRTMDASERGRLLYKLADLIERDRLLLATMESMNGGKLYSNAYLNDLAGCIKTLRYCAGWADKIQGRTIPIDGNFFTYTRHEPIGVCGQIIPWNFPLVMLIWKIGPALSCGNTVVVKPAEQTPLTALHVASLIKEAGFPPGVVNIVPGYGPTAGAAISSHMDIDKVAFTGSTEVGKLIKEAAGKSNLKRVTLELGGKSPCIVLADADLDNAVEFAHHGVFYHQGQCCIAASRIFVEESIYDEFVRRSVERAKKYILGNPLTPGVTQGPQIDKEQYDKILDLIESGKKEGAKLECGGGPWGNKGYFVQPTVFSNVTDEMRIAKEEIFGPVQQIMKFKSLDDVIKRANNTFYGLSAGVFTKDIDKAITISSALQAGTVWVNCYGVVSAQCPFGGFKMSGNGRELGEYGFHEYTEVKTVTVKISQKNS
aGal spleen mod: alpha-galactosidase A (human) modulation; human spleen homogenate, 4MU-alpha-Gal fluorescence, 40 min; Potency, µM (series often up to 80 µM), inactives show top-dose activity change, negative = inhibition, actives largely listed as inhibitors; AID 2107; 240,000 tested, 0.008% active;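 note: 0% = enzyme with vehicle and -100% = no enzyme basal signal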
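Fluorogenic readout (Ex 365/Em 440 nm) of 4-methylumbelliferone released from 1 mM 4-MU-alpha-galactoside by spleen homogenate, 40 min at 37C, pH 5.0. Data normalized to no-enzyme and enzyme controls; Hill-equation AC50 from compound titrations.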
aGlu spleen mod: inhibitors or activators of human alpha-glucosidase in spleen homogenate; P10253; human spleen homogenate, 4-MU-alpha-glucoside fluorescence; Potency, µM (series often up to 79.9 µM), for the others: at the highest dose activity change, negative = inhibition, usual class: inhibitors; 240,000 tested, 0.006% active;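 note: 0% = enzyme with vehicle and -100% = no enzyme basal signal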
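Compounds were titrated against alpha-glucosidase in spleen homogenate at pH 5.0, with 1 mM 4-methylumbelliferyl substrate for 40 min at 37 C. Reactions were quenched with pH 10 NaOH/glycine and fluorescence measured.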
NPSR antagonist: antagonists of human neuropeptide S receptor cAMP signaling; Q6W5P4; CHO-NPSR cells, cAMP TR-FRET, antagonist mode; Potency, µM (highest dose often 38.3 µM), for the others: at the top dose activity change, negative = inhibition, most hits filed as inhibitors; 220,000 tested, 1% active; note: % is set by controls: 0 for no effect and ±100 for the full control effect; nearly all actives have a fitted effect of over 50% in size; many of its hits are not listed in these tables
Target sequence (Q6W5P4 whole entry, looked up): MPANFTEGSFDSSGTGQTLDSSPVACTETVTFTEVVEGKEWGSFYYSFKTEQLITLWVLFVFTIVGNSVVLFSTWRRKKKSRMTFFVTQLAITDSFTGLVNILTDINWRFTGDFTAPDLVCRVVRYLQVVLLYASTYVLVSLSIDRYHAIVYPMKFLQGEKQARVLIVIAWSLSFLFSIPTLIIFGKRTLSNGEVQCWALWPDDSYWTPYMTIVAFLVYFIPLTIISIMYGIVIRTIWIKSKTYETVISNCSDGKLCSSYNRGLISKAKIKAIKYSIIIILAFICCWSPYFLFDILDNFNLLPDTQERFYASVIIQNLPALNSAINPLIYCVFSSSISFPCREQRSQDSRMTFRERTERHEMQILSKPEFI
GAA glycogen: alters human alpha-glucosidase cleavage of glycogen | P10253 | recombinant GAA, glycogen substrate, Amplex Red glucose oxidase fluorescence | Potency, µM (titrated, usually from 76.4 µM), for inactives: at the top dose activity change, negative = inhibition, hits mostly inhibitors | 300,000 tested, 0.38% active;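 note: 0% = full enzyme reaction and -100% = no-enzyme basal signal; the screen sought inhibitors and activators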
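Recombinant human enzyme (4 nM); glycogen substrate; 37 C, 40 min, pH 5.0. Readout: coupled glucose oxidase/Amplex Red fluorescence.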
GAA inhib: alpha-glucosidase (human) inhibition; P10253; Potency, µM (highest dose often 76.9 µM), inactives show at the top dose activity change, negative = inhibition, usual class: inhibitors; purified human GAA, 4-MU-alpha-glucoside fluorescence; 200,000 tested, 0.005% active;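 note: plate controls were uninhibited enzyme wells for no effect and no-enzyme background for full effect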
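Endpoint fluorogenic read: 20 min room-temperature reaction of 4 nM human alpha-glucosidase with 400 uM 4-methylumbelliferyl-alpha-D-pyranoside, pH 5.0, quenched with 1M NaOH/1M glycine pH 10. AC50 from Hill modeling.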
An asterisk follows results filed as active; ? = inconclusive; / = no result given; & = joins results of further samples; [ ] = another dose, or the depositor's remark. Unless noted, calls come from the whole dose curve; as a rule, active = well fitted curve in the direction sought with a large enough effect; inconclusive = small, poorly fitted or top-dose-only effect, or another doubt; inactive = no such curve, though single readings can be large; an effect the other way counts as inactive or inconclusive. Potency is the fitted concentration of half-maximal effect. Not all compounds are listed; rates above refer to the full screens.

Abbreviations – A = Epigenetic reg; B = Tau fluor cs; C = ALDH1A1 block; D = aGal spleen mod; E = aGlu spleen mod; F = NPSR antagonist; G = GAA glycogen; H = GAA inhib
COc1cc2c(cc1OC)C(NC(=O)C(F)(F)F)CNC2=O (configuration not stated)
  A: -0.7% | B: -2% | C: 4% | D: 10% | E: 9% | F: 15% | G: 2% | H: -3%

CCOC(=O)C1CCN(CC(O)COc2ccc(C(C)(C)C)cc2)CC1 (configuration not stated)
  A: -1.0% | B: 1% | C: ? | D: 14% | E: 8% | F: 10%[46.1 µM] | G: -20% | H: -13%

O=C(O)Cc1c(-c2ccccc2)c2cc(Br)ccc2[nH]c1=O
  A: 1.3% | B: -12% | C: / | D: -3% | E: 1% | F: 21% | G: 6% | H: /

O=c1cc(-c2ccc(Cl)cc2)oc(=O)[nH]1
  A: -0.7% | B: -2% | C: / | D: 1% | E: 1% | F: -9% | G: 6% | H: /

S=C1NCN(C2CCCCC2)CN1CCc1ccccc1
  A: -0.3% | B: -22% | C: 9% | D: 4% | E: 2% | F: 24% | G: 0% | H: -13%

Clc1ccc(-c2cc(C3CCNCC3)[nH]n2)c(Cl)c1
  A: -5.4% | B: 1% | C: 6% | D: 3% | E: -8% | F: -21% | G: -4% | H: -11%

CCc1nnc(NC(=O)CCC(=O)Nc2ccccc2)s1
  A: 0.0% | B: -6% | C: -6% | D: 13% | E: 10% | F: -4%[46.1 µM] | G: 3% | H: 1%

Cc1cc(NC(=O)c2ccc3c(c2)C(=O)N(Cc2cccnc2)C3=O)no1
  A: -0.9% | B: 4% | C: 9% | D: -1% | E: -3% | F: -11%[46.1 µM] | G: 7% | H: -8%

O=C(CCN1C(=O)c2ccccc2C1=O)NC1=NCCS1
  A: 0.0% | B: 6% | C: 2% | D: -21% | E: -6% | F: -4%[46.1 µM] | G: -2% | H: 5%

CCOC(=O)c1c(NC(=O)C2=C(C)NC(=S)NC2c2ccc(F)cc2F)sc(C)c1C (configuration not stated)
  A: 0.0% | B: -21% | C: 11µM* | D: 4% | E: -3% | F: -47% | G: -17% | H: -7%

Cc1ccc(C(=O)NC2c3ccccc3-c3ccccc32)cc1
  A: -0.9% | B: 2% | C: 7% | D: -4% | E: -1% | F: 0%[46.1 µM] | G: 20% | H: 4%

Cc1c(NC(=O)CSc2nnnn2C)c(=O)n(-c2ccccc2)n1C
  A: -2.3% | B: 0% | C: 15% | D: 5% | E: 3% | F: 2%[46.1 µM] | G: 6% | H: -2%

CCC(CC)NC(=O)Nc1ccc(F)cc1F
  A: 0.1% | B: -8% | C: -2% | D: 5% | E: 4% | F: -3% | G: 1% | H: 0%

CCOC(=O)c1c(NC(=O)CCN2C(=O)c3ccccc3C2=O)sc(C(=O)OC(C)C)c1C
  A: 0.2% | B: -5% | C: 10% | D: -13% | E: -2% | F: -5%[46.1 µM] | G: 10% | H: 14%

COc1ccc(-c2cc(C(=O)N3CCN(c4ncccn4)CC3)c3ccccc3n2)c(OC)c1
  A: -0.9% | B: -3% | C: ? | D: 4% | E: 4% | F: -4% | G: -4% | H: -8%

CC1CCCCC1NCC(=O)Nc1ccccc1-c1ccccc1 (configuration not stated)
  A: 7.0% | B: -7% | C: ? | D: -11% | E: -6% | F: -4%[46.1 µM] | G: 6% | H: ?

CC(C)N1C(=O)CCN(C=O)c2ccccc21
  A: 1.1% | B: -3% | C: 2% | D: -3% | E: -15% | F: 31% | G: -4% | H: 2%

C/C(=N\Nc1nccnc1Cl)c1ccc(F)cc1
  A: 0.0% | B: -5% | C: -3% | D: -10% | E: -2% | F: -14% | G: ? | H: -1%

COc1ccc(CN=C2NC(=O)CC(C(=O)Nc3cc(C)cc(C)c3)S2)cc1 (configuration not stated)
  A: -1.0% | B: -30% | C: 5% | D: 5% | E: -4% | F: 20% | G: 3% | H: -1%

Cc1ccsc1/C=N/NC(=O)c1ccc(-n2cccc2)cc1
  A: 1.1% | B: ? | C: ? | D: 1% | E: 1% | F: 32% | G: -7% | H: -15%

CNCCc1ccccn1
  A: -5.0% | B: -11%&5% | C: 0% | D: 5% | E: -5% | F: 16% | G: 6% | H: -3%[15.4 µM]

O=C(Nc1ccc(NS(=O)(=O)c2ccccc2)cc1)c1cccnc1
  A: 3.1% | B: -10% | C: ? | D: -11% | E: -3% | F: -1% | G: 3% | H: -5%

Cc1ccc(C(=O)N/C(=C/c2ccco2)C(=O)Nc2cccc(C)c2)cc1
  A: 1.0% | B: -19% | C: ? | D: 6% | E: 0% | F: -18%[46.1 µM] | G: -5% | H: ?

COc1cc(C2C(C(=O)c3sc(C)nc3C)=C(O)C(=O)N2CCN(C)C)cc(OC)c1OC (configuration not stated)
  A: 3.7% | B: -1% | C: -7% | D: -4% | E: 3% | F: 0%[46.1 µM] | G: 14% | H: 6%

Cc1cnc(C(=O)Nc2nccs2)cn1
  A: -1.2% | B: -1% | C: ? | D: 9% | E: -3% | F: -10%[46.1 µM] | G: 23% | H: -7%

Cc1cnc(C(=O)OCC(=O)Nc2ccc(C)c(S(=O)(=O)N3CCCCCC3)c2)cn1
  A: -0.9% | B: -7% | C: -6% | D: 3% | E: 4% | F: 10% | G: 2% | H: -11%

CC(C)C(NC(=O)c1ccc(C(C)(C)C)cc1)C(=O)O (configuration not stated)
  A: 0.0% | B: 4% | C: -4% | D: -11% | E: 4% | F: -7%[46.1 µM] | G: 16% | H: ?

COC(=O)c1nnn(-c2ccc(F)c(Cl)c2)c1C(=O)OC
  A: -0.1% | B: -8% | C: 16% | D: -3% | E: 1% | F: 21% | G: -10% | H: -4%

COc1c(F)c(F)c(C(=O)O)c(Nc2cccc(C)c2)c1F
  A: 0.6% | B: -10% | C: -14% | D: -17% | E: -4% | F: -2% | G: -7% | H: 4%

N#Cc1c(NC(=O)c2ccc(N3CCOCC3)c([N+](=O)[O-])c2)sc2c1CCCC2
  A: 0.0% | B: -12% | C: ? | D: -1% | E: -3% | F: 2% | G: 10% | H: -5%

CN(C(=O)COc1ccc(S(=O)(=O)N2CCOCC2)cc1[N+](=O)[O-])C1CCS(=O)(=O)C1 (configuration not stated)
  A: 1.1% | B: -5% | C: 13µM* | D: -12% | E: 4% | F: -16% | G: -2% | H: -5%

Cc1onc(-c2c(F)cccc2Cl)c1C(=O)N1CCOC12CCCCC2
  A: -1.4% | B: -6% | C: -3% | D: 4% | E: 1% | F: -7% | G: -9% | H: -9%

COc1ccc(NC(C)=O)c(C)c1
  A: 1.1% | B: -4% | C: -6% | D: -1% | E: 1% | F: 14% | G: -1% | H: 0%

COc1ccc(-c2cc(=O)c3c(O)cc(O[C@@H]4OC(COC5OC(C)C(O)C(O)[C@@H]5O)C(O)C(O)C4O)cc3o2)cc1 (some centres not stated)
  A: 4.0% | B: -2% | C: -5% | D: 18% | E: 3% | F: / | G: / | H: /

Cc1cc(=O)oc2cc(OCC(=O)OCC(=O)N(C)C3CCS(=O)(=O)C3)ccc12 (configuration not stated)
  A: -1.4% | B: 4% | C: / | D: -4% | E: 10% | F: 1%[7.67 µM] | G: 7% | H: /

O=C(Nc1cccc(Cl)c1)Nc1nccs1
  A: -1.1%&-1.3% | B: ? | C: 3% | D: -2%&7% | E: -4%&-2% | F: -19%[46.1 µM] | G: 1%&-5% | H: -33%&-10%

CS(=O)(=O)N1CCCC(C(=O)NCCCN2CCc3ccccc3C2)C1 (configuration not stated)
  A: 0.0% | B: 12% | C: 1% | D: 0% | E: -10% | F: 1%[46.1 µM] | G: 12% | H: -4%

COc1ccc(C)cc1NS(=O)(=O)c1ccc(NS(=O)(=O)c2ccc(NC(C)=O)cc2)cc1
  A: -8.9% | B: -16% | C: 22µM* | D: -8% | E: -19% | F: -19%[46.1 µM] | G: -3% | H: ?

Cc1noc(C)c1S(=O)(=O)N1CCCC(C(=O)Nc2nccs2)C1 (configuration not stated)
  A: -2.7% | B: -3% | C: ? | D: -4% | E: 4% | F: -1%[46.1 µM] | G: 7% | H: -4%

COc1ccc(/C=N/NC(=O)CCCOc2ccc(Cl)cc2Cl)cc1[N+](=O)[O-]
  A: -0.5% | B: ? | C: ? | D: 2% | E: 3% | F: ? | G: 5% | H: ?

COc1ccc(OC)c(N2C(=O)CC(Cc3ccc(Cl)cc3)C2=O)c1 (configuration not stated)
  A: -0.8% | B: -5% | C: 10% | D: 3% | E: 7% | F: 13%[46.1 µM] | G: -1% | H: 1%

Cc1nc(-c2nnc(SCC(=O)Nc3ccc(Cl)cc3)n2C)cs1
  A: 0.0% | B: 2% | C: / | D: -1% | E: -1% | F: 6% | G: 9% | H: /

CCCCCCCC(=O)N/N=C/c1ccc(Br)cc1
  A: 5.4% | B: -21% | C: -9% | D: 6% | E: 12% | F: ? | G: -22% | H: -2%

N#Cc1c(-c2ccccc2)nc2n1CCS2
  A: 3.5% | B: -2% | C: 4% | D: 3% | E: -6% | F: 9% | G: -9% | H: ?

O=C(NC1CCCCC1)C1CC(=O)N(c2cccc([N+](=O)[O-])c2)C1 (configuration not stated)
  A: 1.1% | B: -10% | C: 2% | D: 1% | E: 7% | F: -7% | G: -2% | H: 3%

CCOC(=O)c1ccc(N2CN(C3CCCCC3)CNC2=S)cc1
  A: -1.8% | B: 5% | C: 4% | D: -1% | E: -9% | F: 9% | G: -5% | H: 6%

COc1ccc(S(=O)(=O)N2CCCCCC2)cc1Br
  A: 0.0% | B: -20% | C: 3% | D: 8% | E: 5% | F: 14% | G: -3% | H: 4%

CC1CCN(C(=O)Cc2nn(C)c(=O)c3ccccc23)CC1
  A: -1.5% | B: -19% | C: ? | D: 4% | E: -3% | F: -4%[46.1 µM] | G: 8% | H: -2%

Gathered by group: the entries above with an aryl thioether with sulfur outside any ring.
Abbreviations – A = Epigenetic reg; B = Tau fluor cs; C = ALDH1A1 block; D = aGal spleen mod; E = aGlu spleen mod; F = NPSR antagonist; G = GAA glycogen; H = GAA inhib
Cc1c(NC(=O)CSc2nnnn2C)c(=O)n(-c2ccccc2)n1C
  A: -2.3% | B: 0% | C: 15% | D: 5% | E: 3% | F: 2%[46.1 µM] | G: 6% | H: -2%

Cc1nc(-c2nnc(SCC(=O)Nc3ccc(Cl)cc3)n2C)cs1
  A: 0.0% | B: 2% | C: / | D: -1% | E: -1% | F: 6% | G: 9% | H: /

Screening results from PubChem BioAssay.
